# TDP1 cell noCPT = qHTS for Inhibitors of human tyrosyl-DNA phosphodiesterase 1 (TDP1): qHTS in cells in absence of CPT; DT40 Tdp1-/- hTDP1 cells, no CPT, ATP luminescence, 48 h; Potency, µM (series often up to 46.2 µM), for the others: at the top dose activity change, negative = growth inhibition, actives largely listed as inhibitors; actives 15% (n = 420,000); AID 686978, 2013; also: nearly all actives have a fitted effect of over 55% in size
#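 Luminescent ATP content (CellTiter-Glo) served as the growth readout. Knockout chicken DT40 cells expressing human TDP1 were exposed to compounds without camptothecin for a minimum 48 hr at 37 °C.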
# N370S GC mod = inhibits or activates N370S mutant glucocerebrosidase. P04062. N370S GC spleen homogenate, 4MU-glucoside fluorescence. Potency, µM (top dose mostly 59.4 µM), inactives show at the top dose activity change, negative = inhibition, usual class: inhibitors. actives 0.092% (n = 330,000). AID 2101;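 also: 0% = full enzyme activity and -100% = no enzyme basal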
# TDP1 inh = TDP1 (human) enzyme inhibition. actives 0.28% (n = 350,000). recombinant TDP1, AlphaScreen DNA substrate cleavage. Q9NUW8. Potency, µM (top dose mostly 130 µM), without a hit: at the highest dose activity change, negative = inhibition, hits mostly inhibitors. AID 485290; also: nearly all actives have a fitted effect of over 40% in size
# Target sequence (Q9NUW8 whole entry, looked up): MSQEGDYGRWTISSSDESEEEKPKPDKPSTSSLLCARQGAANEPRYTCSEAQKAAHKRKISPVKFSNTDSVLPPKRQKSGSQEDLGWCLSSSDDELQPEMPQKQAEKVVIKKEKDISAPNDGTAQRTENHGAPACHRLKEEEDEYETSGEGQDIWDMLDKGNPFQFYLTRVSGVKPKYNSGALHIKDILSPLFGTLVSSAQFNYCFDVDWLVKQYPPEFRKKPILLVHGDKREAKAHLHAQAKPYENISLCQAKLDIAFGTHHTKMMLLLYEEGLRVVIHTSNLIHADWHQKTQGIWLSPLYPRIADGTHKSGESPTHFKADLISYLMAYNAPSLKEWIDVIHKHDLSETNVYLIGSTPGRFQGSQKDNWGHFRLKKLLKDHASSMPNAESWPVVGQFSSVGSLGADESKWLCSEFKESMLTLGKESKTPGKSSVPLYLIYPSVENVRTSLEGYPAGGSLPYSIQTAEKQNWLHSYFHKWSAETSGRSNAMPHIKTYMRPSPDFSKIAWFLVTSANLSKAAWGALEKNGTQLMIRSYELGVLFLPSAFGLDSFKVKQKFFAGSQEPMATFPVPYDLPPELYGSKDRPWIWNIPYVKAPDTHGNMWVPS
#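 Recombinant human Tdp1 (E. coli-expressed, 1 nM final) preincubated with compounds 15 min at room temperature, then 5'-biotin/3'-phosphotyrosine-FITC DNA substrate (15 nM final) added for 5 min. AlphaScreen beads (10 ug/ml final) added 10 min; cleavage lowers signal.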
# * = called active by the depositor; ? = inconclusive; . = no result given; & = joins results of further samples; [ ] = remark or other dose. Calls follow the shape of the dose curve; as a rule, active = well fitted curve in the direction sought with a large enough effect; inconclusive = small, poorly fitted or top-dose-only effect, or another doubt; inactive = no such curve, though single readings can be large; an effect the other way counts as inactive or inconclusive. Unless noted, % is scaled to controls: 0 for no effect and ±100 for the full control effect; potency is read from the fitted curve at half-maximal effect. Only part of the results is shown (hit frequency here may not be typical).
1) CC(C(=O)NCCC1=CCCCC1)N1C(=O)c2ccccc2C1=O (stereo not given)
2) CCOC(=O)C1(Cc2cccc(F)c2)CCN(CCCn2cccn2)CC1
3) CC(c1ccccc1)n1cc(C(=O)NCCCn2ccnc2)nn1 (stereo not given)
4) Cc1nc(Sc2ccc(Br)cc2)c(C#N)c(C)c1[N+](=O)[O-]
5) CCOC(=O)N1CCN(C(=O)c2ccc3c(c2)N(Cc2ccccc2)CCS3)CC1
6) COc1cccc(CNCc2ccccn2)c1OC

entry no.	1	2	3	4	5	6
TDP1 cell noCPT	0%	-13%	-7%	9.2µM*	26µM*	18µM*
N370S GC mod	15%	0%	-7%	5%	-5%	12%
TDP1 inh	8%	8%	0%	8%	.	-6%

7) Cn1cccc1CC(=O)N/N=C/c1ccc(C(C)(C)C)cc1
8) Cc1ccc(S(=O)(=O)NCc2ccc(C(=O)N3CCc4ccccc4C3)cc2)cc1
9) COc1cc(C)ccc1OCCOCCOc1cc(C)c(C)cc1Br
10) CCCN(C(=O)C1CSC2(C)CCC(=O)N12)c1c(N)n(Cc2ccccc2)c(=O)[nH]c1=O (stereo not given)
11) CCN1CCN(Cc2ccc(NC(=O)c3cc(NC(=O)c4cncc(-c5cccs5)c4)cc(OC)c3)cc2C(F)(F)F)CC1
12) COc1ccc(N2CCN(C(=O)c3ccc(Br)o3)CC2)cc1

entry no.	7	8	9	10	11	12
TDP1 cell noCPT	-51%	29µM*	?	-21%	7.3µM*	-14%
N370S GC mod	-18%	17%	7%	0%	?	-1%
TDP1 inh	5%	5%	-3%	1%	.	7%

# One compound at a time, from the list above. Values in the order: TDP1 cell noCPT, N370S GC mod, TDP1 inh
# Profile of COc1cccc(CNCc2ccccn2)c1OC → 18µM*, 12%, -6%
# Profile of COc1ccc(N2CCN(C(=O)c3ccc(Br)o3)CC2)cc1 → -14%, -1%, 7%

# The listing continues.
13) O=C(NCC12CC3CC(CC(C3)C1)C2)c1nn2c(c1Cl)NC(c1ccco1)CC2C(F)(F)F (stereo not given)
14) O=C(/C=C/c1ccc([N+](=O)[O-])cc1)Oc1ccc(/C=N/NC(=O)c2ccncc2)cc1
15) Cn1c(SCC(=O)N2CCCC2)nnc1-c1cccs1
16) Cc1cc(C(=O)O)c2ccccc2n1
17) CN(c1cccc(NC(=O)CN(c2cccc(Cl)c2)S(=O)(=O)c2ccc(Cl)cc2)c1)S(C)(=O)=O
18) COc1cccc(CNC(=O)CNS(=O)(=O)c2ccc3nc(C)sc3c2)c1

entry no.	13	14	15	16	17	18
TDP1 cell noCPT	?	-3%	-3%	14%	?	15µM*
N370S GC mod	?	-12%	-22%	3%	0%	.
TDP1 inh	5%	0%	0%	1%	3%	3%

# Sorted by molar mass (smallest number first): part of the list above
18) COc1cccc(CNC(=O)CNS(=O)(=O)c2ccc3nc(C)sc3c2)c1
9) COc1cc(C)ccc1OCCOCCOc1cc(C)c(C)cc1Br
8) Cc1ccc(S(=O)(=O)NCc2ccc(C(=O)N3CCc4ccccc4C3)cc2)cc1

entry no.	18	9	8
TDP1 cell noCPT	15µM*	?	29µM*
N370S GC mod	.	7%	17%
TDP1 inh	3%	-3%	5%

# Quoted at random: 3 compounds from above
14) O=C(/C=C/c1ccc([N+](=O)[O-])cc1)Oc1ccc(/C=N/NC(=O)c2ccncc2)cc1
15) Cn1c(SCC(=O)N2CCCC2)nnc1-c1cccs1
16) Cc1cc(C(=O)O)c2ccccc2n1

entry no.	14	15	16
TDP1 cell noCPT	-3%	-3%	14%
N370S GC mod	-12%	-22%	3%
TDP1 inh	0%	0%	1%

# (more compounds)
19) Cc1ccc(C(=O)/C=C/c2c[nH]c3ccccc23)cc1
20) Cn1c(C(=O)O)c(C=O)c2ccccc21
21) NNc1nccc(Nc2ccccc2C(=O)O)n1
22) Cc1cccc(NC(=O)CSCC(=O)N(C)CC(=O)Nc2cccc(F)c2)c1
23) CC(NC(=O)CCCN1C(=O)c2ccccc2C1=O)c1ccc2c(c1)CCCC2 (stereo not given)
24) O=C(CSc1ccccc1)N1CCC(N2CCC(C(=O)N3CCCC3)CC2)CC1

entry no.	19	20	21	22	23	24
TDP1 cell noCPT	-18%	16%	-22%	7%	?	8%
N370S GC mod	20%	2%	2%	8%	7%	6%
TDP1 inh	3%	-1%	1%	1%	-8%	-3%

25) Cc1ccc(C)c(S(=O)(=O)N2CCN(CC(=O)NC(C)c3ccccc3)CC2)c1 (stereo not given)
26) CCN(CC)S(=O)(=O)c1cccc(C(=O)N/N=C(\C)c2ccc(O)cc2O)c1
27) COC(=O)C(NS(=O)(=O)c1ccc(NC(C)=O)cc1)C(C)C (stereo not given)
28) CCN1C(=O)c2ccccc2S(=O)(=O)c2ccc(C(=O)N3CCOCC3)cc21
29) Cc1ccc(S(=O)(=O)N2CCOCC2)cc1NC(=O)CSc1nnc(N)s1
30) CCn1c(SCC(=O)Nc2nncs2)nnc1-c1ccco1

entry no.	25	26	27	28	29	30
TDP1 cell noCPT	-16%	6.5µM*	-7%	10%	-2%	0%
N370S GC mod	.	-13%	5%	0%	1%	2%
TDP1 inh	0%	3%	6%	2%	-3%	-1%[0.0935 µM]

# Taken from above.
# In N370S GC mod, CCN1C(=O)c2ccccc2S(=O)(=O)c2ccc(C(=O)N3CCOCC3)cc21 has 0%
# In TDP1 inh, CC(C(=O)NCCC1=CCCCC1)N1C(=O)c2ccccc2C1=O (stereo not given) has 8%
# In N370S GC mod, Cn1c(C(=O)O)c(C=O)c2ccccc21 has 2%

# Further records follow:
31) COc1ccccc1C(=O)Nc1ccnn1C1CCN(C/C=C/c2ccccc2)CC1
32) S=C(Nc1ccc(Cl)cc1)N1CCN(C2CCCCC2)CC1
33) COc1ccc(N=C2SC(CC(=O)Nc3ccccc3)C(=O)N2CCc2ccccn2)cc1 (stereo not given)
34) C/C(=N\Nc1nc(N2CCOCC2)nc(N2CCOCC2)n1)c1cccc([N+](=O)[O-])c1
35) O=C(NCc1ccc(Cl)cc1)C1CCCCN1S(=O)(=O)c1ccccc1 (stereo not given)
36) O=C(NCc1ccc2c(c1)OCO2)C1CC(=O)N(c2ccc(O)cc2)C1 (stereo not given)

entry no.	31	32	33	34	35	36
TDP1 cell noCPT	?	-1%	?	-17%	?	-12%
N370S GC mod	0%	-6%	7%	-1%	9%	5%
TDP1 inh	3%	0%	-8%	6%	.	-2%

37) CC(=O)Nc1c(C(=O)O)oc2ccccc12
38) Cc1ccc(NC(=O)CN2CCN(S(=O)(=O)c3ccc(C(C)C)cc3)CC2)cc1F
39) Cc1cccn2c(=O)c3cc(C#N)c(=NC(=O)c4ccco4)n(Cc4ccco4)c3nc12
40) COCCN1CC(C(=O)NCc2ccccc2-n2ccnc2C)CCC1=O (stereo not given)
41) COc1ccc(-n2c(SC(C)C(=O)N3CCOCC3)nc3ccccc3c2=O)cc1 (stereo not given)
42) Cc1nc(NC(=S)Nc2ccccc2)sc1C

entry no.	37	38	39	40	41	42
TDP1 cell noCPT	0%	?	?	-6%	-12%	?
N370S GC mod	4%	.	4%	-3%	-2%	1%
TDP1 inh	2%	3%	.	4%	0%	4%

43) Cc1nc(N2CCN(c3ccccn3)CC2)c2c(C)c(C(=O)Nc3ccccc3F)sc2n1
44) Cc1cc2c(cc1S(=O)(=O)Nc1ccc(OC(F)(F)F)cc1)OCC(=O)N2
45) CCc1ccc(C2C(C(=O)Nc3ccccc3OC)=C(C)Nc3c(C(=O)Nc4ccc(C)cc4)cnn32)cc1 (stereo not given)
46) CC(=O)C1=C(C)NC(SCC(=O)c2ccc(C)cc2)=C(C#N)C1c1ccco1 (stereo not given)
47) O=C(c1ccc(CNS(=O)(=O)c2cccc(Cl)c2)cc1)N1CCCC1
48) O=C(O)C(Cc1ccccc1)NS(=O)(=O)c1ccc(Cl)cc1 (stereo not given)

entry no.	43	44	45	46	47	48
TDP1 cell noCPT	16µM*	?	?	.	-27%	4%
N370S GC mod	13%	-14%	.	15%	-3%	10%
TDP1 inh	3%	-2%&4%	7%	-2%	-4%	.

49) N#CC(c1ccc(Cl)cc1)c1ccc2c(C(F)(F)F)cc(C(F)(F)F)nc2n1 (stereo not given)
50) CCOC(=O)c1cc2c(C)nn(-c3ccccc3)c2s1
51) Cc1ccc(S(=O)(=O)N2CCN=C2SCc2cccnc2)cc1
52) Nc1cc(=O)[nH]c(SCC(=O)NC2CCCCCCC2)n1
53) CCN(C(=O)CSc1nc2nc(C)cc(C)n2n1)c1ccccc1
54) COc1ccc(Br)cc1Cn1nnc(C(=O)Nc2ccc(C)cc2C)c1N

entry no.	49	50	51	52	53	54
TDP1 cell noCPT	0.58µM*	?	-13%	-9%	-13%	?
N370S GC mod	6%	-16%	6%	.	13%	.
TDP1 inh	8%	0%	0%	1%	-2%	2%

55) CCCOc1ccc(S(=O)(=O)N2CCCC2)cc1[N+](=O)[O-]
56) COc1ccc(NC(=O)COC(=O)CCC(=O)c2cccs2)cc1OC
57) O=C(O)c1ccc(NC(=O)c2cccc(S(=O)(=O)Nc3ccc(C(=O)O)cc3)c2)cc1
58) CCC(=O)Nc1ccc(NC(=S)NC(=O)Cc2ccccc2)cc1
59) O=C(CSCc1ccccc1)Nc1cc([N+](=O)[O-])ccc1F
60) CCC(C)NC(=O)Cn1nc(Cc2ccncc2)c2ccccc2c1=O (stereo not given)

entry no.	55	56	57	58	59	60
TDP1 cell noCPT	13%	21%	-1%	-5%	?	21%
N370S GC mod	14%	.	-5%	-11%	6%	-4%
TDP1 inh	2%	0%	.	5%	8%	.

61) Cc1cc2c(cc1C)NC(CC(=O)Nc1cccc(Cl)c1)C(=O)N2 (stereo not given)
62) O=C1CCCc2ccccc2N1Cc1ccc(Cl)cc1
63) Cc1ccc(C)c(C(=O)COC(=O)c2ccccc2N2C(=O)C3C4CCC(C4)C3C2=O)c1 (stereo not given)
64) COc1ccc(NC(=S)c2ccncc2)cc1
65) CC(C)C[C@@H](COc1ccccc1)N1CCN(C)CCC1=O
66) Cc1csc(SCCn2c(N3CCOCC3)nc3c2c(=O)[nH]c(=O)n3C)n1

entry no.	61	62	63	64	65	66
TDP1 cell noCPT	?	?	21µM*	?	-7%&-22%	-11%
N370S GC mod	.	-7%	20%	-8%	3%	-1%
TDP1 inh	0%[12.3 µM]	2%	4%	.	.	1%

67) Cc1nc2ccn(Cc3cccnc3)c(=O)c2cc1C(=O)N1CCN(c2ccccc2F)CC1
68) CCN(CC(=O)NCc1ccc(F)cc1)C(=O)/C=C/c1cccs1
69) C/C=C\C=C/C(=O)Nc1cccc(C2=NOC3(C2)C[C@@H](C(N)=O)N(C(=O)c2ccccc2)C3)c1 (stereo not given in full)
70) COc1cccc(C2=NOC(C(=O)N3CCc4ccccc4C3)C2)c1 (stereo not given)
71) COc1ccccc1C1C(C#N)=C(N)Oc2c1oc(CO)cc2=O (stereo not given)
72) CC(=O)NC12CC3CC(C1)CC(C(=O)Oc1ccc(N(C)S(=O)(=O)c4cc(C)ccc4C)cc1)(C3)C2

entry no.	67	68	69	70	71	72
TDP1 cell noCPT	?	-18%	.	?	-12%	16µM*
N370S GC mod	.	4%	-3%	5%	1%	-2%
TDP1 inh	3%	5%	5%	0%	4%	0%

73) Cc1cc2nc3c(=O)[nH]c(=O)nc-3n(C)c2cc1C=O
74) COc1cccc(/C=N/Nc2ncnc3c2[nH]c2ccc(C)cc23)c1OC
75) NC(=O)COC(=O)c1ccccc1SCC(=O)NC1CCCCCC1
76) CC(=O)Nc1ccnn1C1CCN(C(=O)c2cccc(C)c2C)CC1
77) COc1ccc(-c2c[n+](CC(=O)c3cccs3)c3n2CCC3)cc1
78) COc1cc2[nH]c(=O)n(CCC(=O)NCCC(C)C)c(=O)c2cc1OC
79) CC(CCc1ccccc1)NCC(O)c1cccc([N+](=O)[O-])c1 (stereo not given)
80) Cc1ccc(NC(=S)Nc2ccc(S(=O)(=O)N3CCOCC3)cc2)cc1S(=O)(=O)N1CCOCC1

entry no.	73	74	75	76	77	78	79	80
TDP1 cell noCPT	.	5.8µM*	-20%	4%	16µM*	3%	?	-19%
N370S GC mod	-10%	-5%	16%	6%	4%	1%	-15%	-4%
TDP1 inh	7%	.	8%	3%	.	-3%	10%	5%
